Compound activity deposited in PubChem BioAssay by several laboratories.
OX1R antag-1 = blocks the human orexin 1 receptor; O43613; CHO/OX1R cells, Fluo-8 calcium fluorescence, orexin A; inhibition, % at 5 µM; 330,000 tested, 0.43% active; AID 434989;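 active means inhibition above its plate's threshold, mean inhibition of all tested compounds on the plate plus 3 SD, cut at about 37% in these data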;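 further: 0% = orexin A challenge wells and 100% = SB-334867-A antagonist wells; not every result past the cut was called active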
Target sequence (O43613 whole entry, looked up): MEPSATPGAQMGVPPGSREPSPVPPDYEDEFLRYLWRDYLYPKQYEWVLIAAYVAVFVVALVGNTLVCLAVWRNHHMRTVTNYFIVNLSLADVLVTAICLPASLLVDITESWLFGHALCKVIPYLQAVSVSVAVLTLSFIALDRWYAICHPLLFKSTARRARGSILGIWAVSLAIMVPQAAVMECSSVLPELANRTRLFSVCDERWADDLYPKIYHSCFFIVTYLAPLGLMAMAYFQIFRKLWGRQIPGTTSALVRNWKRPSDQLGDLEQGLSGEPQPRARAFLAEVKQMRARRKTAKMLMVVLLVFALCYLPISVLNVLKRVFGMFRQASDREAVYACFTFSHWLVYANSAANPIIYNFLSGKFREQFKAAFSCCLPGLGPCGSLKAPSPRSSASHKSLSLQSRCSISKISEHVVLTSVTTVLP
OX1R antag-2 = blocks the human orexin 1 receptor | AID 485270 | OX1R-expressing cells, FRET antagonist read-out | O43613 | inhibition, % at 6.6 µM | 330,000 tested, 1.8% active; in the data active means inhibition mostly above about 38%, no sharp cut-off; inactive means mostly below about 40%;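 further: 0% = agonist challenge alone and 100% = reference antagonist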
CHT PAM = human CHT allosteric activation; CHT-expressing cells, membrane potential dye, choline EC20; stronger effect = higher value; LV-AA mutant CHT in HEK293 cells; Q9GZV3; B-score at 10 µM; 310,000 tested, 0.49% active;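 active means initial fluorescence not abnormally high and integrated response B-score, plate-corrected, over 3 SD above library mean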
Target sequence (Q9GZV3 whole entry, looked up): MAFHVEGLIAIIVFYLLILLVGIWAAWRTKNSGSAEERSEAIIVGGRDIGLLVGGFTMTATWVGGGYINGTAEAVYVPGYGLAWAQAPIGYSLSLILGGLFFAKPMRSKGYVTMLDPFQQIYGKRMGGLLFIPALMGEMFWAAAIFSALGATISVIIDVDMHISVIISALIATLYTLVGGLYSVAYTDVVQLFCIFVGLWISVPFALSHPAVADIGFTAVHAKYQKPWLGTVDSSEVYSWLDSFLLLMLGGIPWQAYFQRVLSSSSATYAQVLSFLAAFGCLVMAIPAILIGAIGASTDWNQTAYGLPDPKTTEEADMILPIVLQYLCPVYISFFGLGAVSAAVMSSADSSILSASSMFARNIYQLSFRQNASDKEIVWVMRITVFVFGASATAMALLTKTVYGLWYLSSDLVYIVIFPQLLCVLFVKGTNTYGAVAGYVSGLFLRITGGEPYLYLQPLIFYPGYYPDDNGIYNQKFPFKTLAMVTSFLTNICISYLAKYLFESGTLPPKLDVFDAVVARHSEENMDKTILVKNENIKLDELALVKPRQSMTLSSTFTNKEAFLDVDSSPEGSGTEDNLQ
* marks the source's active call; other numbers are inactive results; i = inactive; . = no result given.

SMILES	OX1R antag-1	OX1R antag-2	CHT PAM
O=C(NCCc1ccccc1)C1CCN(C(=O)NCc2ccccc2)CC1	-16	5	i
C#CCn1c(O)c(N=NC(=O)C(O)c2ccccc2)c2ccccc21 (centres undefined)	-22	35	i
O=[N+]([O-])c1ccc(N/N=C/c2ccc(OCc3cccc4ccccc34)cc2)nc1	-4	4	i
O=C(c1ccccc1F)N1CCN(C(=O)C2CC2)CC1	-1	31	i
C/C(Cn1nnc([N+](=O)[O-])n1)=N\NC(=O)c1ccncc1	2	31	i
O=C(O)COc1c(-c2ccco2)oc2ccccc2c1=O	-3	14	i
CCOC(=O)c1ccc(-n2c(CCC(=O)O)ccc2-c2ccc(F)cc2)cc1	-32	19	i
O=C(CN1CCCc2ccccc21)N/N=C/c1ccccc1	-16	20	i
COc1cc(C(=O)Nc2ccc(-c3nc4cc(C)ccc4o3)c(O)c2)cc(OC)c1OC	-16	18	i
COc1cc2cc(CN(CCCN3CCOCC3)C(=O)Nc3ccc(F)cc3)c(=O)[nH]c2cc1OC	-16	9	i
COc1ccnc(Oc2ccc(C)cc2)c1C#N	5	13	i
COCCNC(=O)C1CCN(Cc2cccc(OCc3ccccc3)c2)CC1	-26	3	i
c1ccc2c(c1)oc1c(NCCCN3CCOCC3)ncnc12	-21	17	i
COc1ccc(NC(=S)NNC(=O)CCn2cc([N+](=O)[O-])cn2)cc1	-5	6	i
O=C(/C=C/c1ccc2c(c1)OCO2)NCc1ccco1	-11	14	i
Cc1ccc(-n2ncc3c2CC(C)(C)CC3NC(=O)c2cc[n+]([O-])cc2)cc1 (centres undefined)	-3	6	i
CCOc1ccc(NC(=S)Nc2ccccc2C2(C)CC2)cc1	-22	14	i
O=C(N/N=C/c1cn(-c2ccccc2)nc1-c1cccnc1)c1cccnc1	-21	50	i
CCOC(=O)c1c(NC(=S)N2CCN(C)CC2)sc2c1CCN(C(=O)OCC)C2	-34	4	i
O=C(O)/C=C/C(=O)Nc1ccc(OC(F)F)cc1	-13	10	i
Cc1ccc(C)c(C(=O)OCC(=O)Nc2cccc(S(=O)(=O)NC3=NCCCCC3)c2)c1	-35	13	i
CCCc1nnc(SCc2ccc(OC)cc2)n1N	-10	6	i
O=C(Nc1ccc(C(=O)N2CCOCC2)cc1)c1cccs1	-17	-3	i
COc1cc(NC(=O)CCc2nnc3ccc(N4CCC(C)CC4)nn23)cc(OC)c1	-35	6	i
CCOC(=O)C1CCN(C(c2cc3cc(C)cc(C)c3[nH]c2=O)c2nnnn2C2CCCCC2)CC1 (centres undefined)	-18	7	i

(list continues)
SMILES	OX1R antag-1	OX1R antag-2	CHT PAM
CCC(CO)[n+]1c(C)cc(/C=C2\Sc3ccccc3N2Cc2ccccc2)cc1C (centres undefined)	17	15	i
Cc1ccc(NC(=O)CSc2ccc(-c3cccnc3)nn2)cc1	-24	14	i
O=C(COc1ccc(-c2ccccc2)cc1)Nc1cccnc1	58*	23	.
O=C(CSc1nnc(Nc2ccccc2)s1)Nc1cccnc1Cl	-6	14	i
O=C(C1CCCN(S(=O)(=O)c2cccc3cccnc23)C1)N1CCN(c2ccc(F)cc2)CC1 (centres undefined)	-28	9	i
C[C@H](NC(N)=O)C(=O)Nc1ccc2c(c1)OCO2	-6	7	i
COc1ccc(Cl)cc1N1CC(C(=O)Nc2nccs2)CC1=O (centres undefined)	-9	5	i
c1ccc(-c2nc3nonc3nc2-c2ccccc2)cc1	-29	40*	i
Cc1ccc(N(CC(=O)NCc2ccccc2)C(=O)c2csnn2)c(C)c1	-37	19	i
O=C(c1cc2c(s1)-c1ccccc1S(=O)(=O)C2)N1CCCC1	-30	8	i
Cc1nc(C)c(-c2ccc(SCc3cccc(F)c3)nn2)s1	-19	22	i
CC1(C)Cc2c(c(-c3ccccc3)[nH]c(=O)c2C#N)CS1	-21	7	i
Cc1csc(NC(=O)c2ccco2)c1C(=O)c1ccccc1	-18	16	i
Cc1cc(N(C)C)c(C#N)c(=O)[nH]1	0	14	i
CCOC(=O)N1CCN(S(=O)(=O)c2ccc(C)c([N+](=O)[O-])c2)CC1	-10	13	i
CC1=Nc2cc(C(=O)N3CCCCC3)ccc2Sc2ccc(C)cc21	-22	2	i
CCc1nc2ccccc2c(C(=O)Oc2cccc3cccnc23)c1C	-40	26	i
C/C=C(\CS(=O)(=O)c1ccccc1)S(=O)(=O)c1ccccc1	-11	15	i
CCN(CC)NC(=S)Nc1ccccc1	-14	13	i
Cc1cccc(C(=O)NCC(=O)N2CCN(S(=O)(=O)c3ccc4c(c3)OCCO4)CC2)c1	-26	-3	.
c1cc(Nc2cccc3nccnc23)c2nccnc2c1	7	34	i
O=C(COC(=O)c1ccc(F)cc1Cl)Nc1cccc(S(=O)(=O)N2CCOCC2)c1	-2	12	.
COc1ccc(C(=O)/C=C/c2cccc(OCc3ccccc3)c2)cc1CSCC(=O)O	7	21	i
Cc1c(CC(=O)NCCCO)c(=O)oc2cc3c(cc12)CCC(C)(C)O3	16	11	i
CCc1ccc(N/C(=N/c2nc(C)cc(C)n2)NC(C)=O)cc1	-8	3	i

Remaining list, next part.
SMILES	OX1R antag-1	OX1R antag-2	CHT PAM
O=C(CCc1ccc(S(=O)(=O)N2CCOCC2)cc1)N1CCCC1	-1	1	i
Cc1ccc(S(=O)(=O)CCC(=O)Nc2ccc(Br)cc2)cc1	-8	12	i
CN(C)CCCNc1oc(-c2ccccc2Cl)nc1S(=O)(=O)c1ccccc1	-23	8	.
CC(C)c1ccccc1NC(=O)c1ccc(CN(c2ccccc2)S(=O)(=O)c2ccccc2)cc1	-12	9	i
O=C(Nc1ncccn1)c1ccc(Cl)c([N+](=O)[O-])c1	-11	26*	i
COc1ccccc1/C=C1\SC(=O)N(CC(=O)NCCCn2ccnc2)C1=O	3	12	i
O=C(NC(=S)Nc1cccnc1Cl)c1ccc(F)cc1	-11	6	i
O=C(NNC1=C(C(=O)C(F)(F)F)CCC1)c1cccnc1	-1	3	i
COc1ccc(C(=O)C2CCCN(C(=O)CCc3ccccn3)C2)c(C)c1 (centres undefined)	-23	10	i
COc1cccc(-n2nnc3c(=O)n(CC(=O)Nc4ccc(C)cc4)cnc32)c1	6	2	i
O=C(CCC(=O)OCC(F)(F)C(F)F)Nc1ccc(F)cc1F	7	7	i
CCc1ccc(NC(=O)NNC(=O)CCc2ccccc2)cc1	-22	15	i
COC(=O)c1ccc(NC(=S)NCCCN2CCCC2=O)cc1	0	5	i
CCCCOCC(O)CCc1n[nH]c(=S)n1-c1ccccc1 (centres undefined)	0	7	i
Cc1csc2ncc(C(=O)NCc3ccccc3Cl)c(=O)n12	-40	14	i
C=CCn1c(COc2ccc(Cl)cc2)nnc1SCC(=O)N1CC(=O)Nc2ccccc21	-16	10	i
Cc1ccc2nc(SC(C)C(=O)N3CCCC3)[nH]c2c1 (centres undefined)	-37	-3	i
O=C1C=C(c2ccc(Cl)c(C(F)(F)F)c2)C[C@@H](c2ccc3c(c2)OCO3)C1	-5	3	.
C=CCC1C=CCC(CC=C)N1C(=O)c1ccccc1[N+](=O)[O-] (centres undefined)	-19	28	i
CC1(C)C(CO)=CC(=O)C2=C1SCC(=O)N2	-3	22	i
COc1ccc(NS(=O)(=O)c2ccc(N3CCCC3=O)cc2)cn1	-13	17	i
Cc1ccc(OCC(=O)Nc2ccc(N3CCOCC3)cc2)c([N+](=O)[O-])n1	5	62	i
CCOc1ccc(S(=O)(=O)NCc2cccnc2)cc1	-7	4	i
Cc1c(NC(=O)C(C)Oc2ncnc3ccccc23)c(=O)n(-c2ccccc2)n1C (centres undefined)	-12	9	i
CC(C)N(Cc1nc(-c2ccccc2)no1)C(=O)CCCN1C(=O)c2ccccc2C1=O	-7	10	i

Remaining list, next part.
SMILES	OX1R antag-1	OX1R antag-2	CHT PAM
CC[n+]1ccc(C)c2cc(SC(F)(F)F)ccc21	-13	25	6.9*
O=C(O)c1ccccc1C(=O)Nc1ccc(-n2ccc(C(F)(F)F)n2)cc1	3	12	i
CCN1CCN(c2ccc(Cl)cc2NC(=O)c2ccc(-n3nc(C)cc3C)cc2)CC1	-20	10	.
Cc1ccccc1NC(=O)COC(=O)C1CC2CCCC(C1)C2=O (centres undefined)	-10	4	.
Cc1cc2ccccn2c1C(=O)c1cccc([N+](=O)[O-])c1	-46	15	i
CC(C)CC1Nc2ncnc(N3CCCCC3)c2N(Cc2ccc(Br)cc2)C1=O (centres undefined)	-43	20	i
CN1CCN(CCCNC(=O)c2ccc(/C=C3\Oc4ccccc4N(Cc4ccccc4F)C3=O)cc2)CC1	-11	27	i
Cc1ccccc1CNC(=O)CCn1nc(C)c2c(C)n(-c3ccccc3)nc2c1=O	-19	17	i
COc1ccc2c(c1)nc(SCC(=O)c1cccs1)n2C	-7	39	i
CCOC(=O)CN(C(=O)c1ccccc1[N+](=O)[O-])C(C)(C)C	-10	9	i
CCCOc1ccc2nc(C)c(CCC)c(SC(=N)N)c2c1	-8	2	i
COc1ccc(CNC(=O)COC(=O)c2ccc(C)c(S(=O)(=O)N3CCOCC3)c2)cc1OC	-26	8	.
Cc1c(C(=O)N2CCc3ccccc3C2)oc2ccc(Br)cc12	-18	6	i
N#CC(C#N)=Cc1cc2ccccc2nc1N1CCCCC1	-15	-16	i
O=C(CN1CCC(NC(=O)Cc2ccccc2)CC1)Nc1cccc2ccccc12	-22	17	i
COc1ccc(-c2csc3ncn(Cc4ccccc4)c(=O)c23)cc1	-17	10	i
O=C(NCCCN1CCOCC1)C(=O)NCC1OCCN1S(=O)(=O)c1ccc(Br)cc1 (centres undefined)	-5	2	i
COc1cc(SC)ccc1C(=O)NNC(=O)C1COc2ccccc2O1 (centres undefined)	-37	10	.

Laid out differently: 27 of the compounds above.
Second line of a record: OX1R antag-1	OX1R antag-2	CHT PAM
CCCCOCC(O)CCc1n[nH]c(=S)n1-c1ccccc1 (centres undefined)
  0	7	i
Cc1csc2ncc(C(=O)NCc3ccccc3Cl)c(=O)n12
  -40	14	i
C=CCn1c(COc2ccc(Cl)cc2)nnc1SCC(=O)N1CC(=O)Nc2ccccc21
  -16	10	i
Cc1ccc2nc(SC(C)C(=O)N3CCCC3)[nH]c2c1 (centres undefined)
  -37	-3	i
O=C1C=C(c2ccc(Cl)c(C(F)(F)F)c2)C[C@@H](c2ccc3c(c2)OCO3)C1
  -5	3	.
C=CCC1C=CCC(CC=C)N1C(=O)c1ccccc1[N+](=O)[O-] (centres undefined)
  -19	28	i
CC1(C)C(CO)=CC(=O)C2=C1SCC(=O)N2
  -3	22	i
COc1ccc(NS(=O)(=O)c2ccc(N3CCCC3=O)cc2)cn1
  -13	17	i
Cc1ccc(OCC(=O)Nc2ccc(N3CCOCC3)cc2)c([N+](=O)[O-])n1
  5	62	i
CCOc1ccc(S(=O)(=O)NCc2cccnc2)cc1
  -7	4	i
Cc1c(NC(=O)C(C)Oc2ncnc3ccccc23)c(=O)n(-c2ccccc2)n1C (centres undefined)
  -12	9	i
CC(C)N(Cc1nc(-c2ccccc2)no1)C(=O)CCCN1C(=O)c2ccccc2C1=O
  -7	10	i
CC[n+]1ccc(C)c2cc(SC(F)(F)F)ccc21
  -13	25	6.9*
O=C(O)c1ccccc1C(=O)Nc1ccc(-n2ccc(C(F)(F)F)n2)cc1
  3	12	i
CCN1CCN(c2ccc(Cl)cc2NC(=O)c2ccc(-n3nc(C)cc3C)cc2)CC1
  -20	10	.
Cc1ccccc1NC(=O)COC(=O)C1CC2CCCC(C1)C2=O (centres undefined)
  -10	4	.
Cc1cc2ccccn2c1C(=O)c1cccc([N+](=O)[O-])c1
  -46	15	i
CC(C)CC1Nc2ncnc(N3CCCCC3)c2N(Cc2ccc(Br)cc2)C1=O (centres undefined)
  -43	20	i
CN1CCN(CCCNC(=O)c2ccc(/C=C3\Oc4ccccc4N(Cc4ccccc4F)C3=O)cc2)CC1
  -11	27	i
Cc1ccccc1CNC(=O)CCn1nc(C)c2c(C)n(-c3ccccc3)nc2c1=O
  -19	17	i
COc1ccc2c(c1)nc(SCC(=O)c1cccs1)n2C
  -7	39	i
CCOC(=O)CN(C(=O)c1ccccc1[N+](=O)[O-])C(C)(C)C
  -10	9	i
CCCOc1ccc2nc(C)c(CCC)c(SC(=N)N)c2c1
  -8	2	i
COc1ccc(CNC(=O)COC(=O)c2ccc(C)c(S(=O)(=O)N3CCOCC3)c2)cc1OC
  -26	8	.
Cc1c(C(=O)N2CCc3ccccc3C2)oc2ccc(Br)cc12
  -18	6	i
N#CC(C#N)=Cc1cc2ccccc2nc1N1CCCCC1
  -15	-16	i
O=C(CN1CCC(NC(=O)Cc2ccccc2)CC1)Nc1cccc2ccccc12
  -22	17	i
